# Assay outcomes deposited in PubChem BioAssay by National Center for Advancing Translational Sciences (NCATS).
# HCV inh = qHTS Assay for Inhibitors of Hepatitis C Virus (HCV); Huh7.5.1 HCVcc-Cre infection, luciferase reporter, 44 h; Potency, µM (highest dose often 41.8 µM), for inactives: top-dose activity change, negative = inhibition, actives largely listed as inhibitors; 3.4% of 340,000 active; note: potency is the fitted concentration of half-maximal effect
#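 Infectious HCVcc-Cre (~0.5 moi) was added to cells just after compound, with cells seeded 4 h earlier at 1,000 per well. Luciferase activity after 44 h culture reported infection; substrate was incubated 15 min at room temperature before reading.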
# HCMV inh = qHTS Assay for inhibitors of the human cytomegalovirus (HCMV); HFF cells, HCMV-luciferase reporter, 72 h; stronger effect = lower value; activity change, negative = inhibition, % at 57.5 µM; 4.5% of 410,000 active; AID 1259415, 2018; in the data active = activity change below about -60%; inconclusive = no clear call, values can overlap the other calls; inactive = above about -39%
#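 Compounds were evaluated in HFFs infected with an HCMV luciferase reporter virus (MOI 1 PFU/cell). Luciferase in lysates collected 72 h post infection served as the replication measure.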
# AMA1-RON2 inh = qHTS for Inhibitors of AMA1-RON; Towards Development of Antimalarial Drug Lead: Primary Screen | 0.2% of 360,000 active | AID 720542, 2013 | Potency, µM (series often up to 58.2 µM), inactives show top-dose activity change, negative = inhibition, most hits filed as inhibitors | Plasmodium falciparum AMA1 (3D7) - RON2 peptide interaction | AlphaScreen AMA1-biotinylated RON2 peptide binding;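 note: potency is the fitted concentration of half-maximal effect; 0% = vehicle wells and -100% = peptide control; nearly all actives have a fitted effect of over 45% in size; some results filed as inactive show a strong effect at the top dose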
#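 AMA1 (3D7) with his tag at 25 nM final met compounds first, then biotinylated RON2 peptide at 25 nM; detection used donor plus acceptor beads, 10 µg/mL apiece, read by AlphaScreen after 30 min at room temperature.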
# FBPA Giardia inh = qHTS Assay for Inhibitors of Fructose-1,6-bisphosphate Aldolase from Giardia Lamblia; A8B2U2; purified Giardia FBPA; Potency, µM (top dose mostly 59.6 µM), for the others: top-dose activity, negative = inhibition, most hits filed as inhibitors; 0.71% of 290,000 active; note: potency is the fitted concentration of half-maximal effect; nearly all actives have a fitted effect of over 55% in size
# Target sequence (A8B2U2 whole entry, looked up): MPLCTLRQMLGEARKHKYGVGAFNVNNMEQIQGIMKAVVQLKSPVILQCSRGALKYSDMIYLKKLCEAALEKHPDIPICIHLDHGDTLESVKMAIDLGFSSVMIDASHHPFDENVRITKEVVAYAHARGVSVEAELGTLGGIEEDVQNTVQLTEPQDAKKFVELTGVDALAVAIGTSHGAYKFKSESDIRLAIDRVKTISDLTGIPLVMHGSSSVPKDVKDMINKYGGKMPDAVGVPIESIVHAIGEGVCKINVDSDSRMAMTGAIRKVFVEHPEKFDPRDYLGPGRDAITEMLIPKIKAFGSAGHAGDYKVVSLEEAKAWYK
#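 40 nM FBPA preincubated 10 min at RT with compound (up to 57.5 uM final), then substrate plus GAPDH/TPI/NAD/arsenate coupling and diaphorase/resazurin added. Fluorescence read after 20 min at RT, 525/598 nm.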
# Sm TGR block = qHTS Assay for the Inhibitors of Schistosoma Mansoni Peroxiredoxins; 3% of 360,000 active; purified TGR, DTNB reduction, TNB absorbance 405 nm; AID 485364, 2010; Schistosoma mansoni thioredoxin glutathione reductase (TGR), Q962Y6; Potency, µM (doses to about 114 µM), inactives show top-dose activity change, negative = inhibition, actives largely listed as inhibitors; note: potency is the fitted concentration of half-maximal effect; nearly all actives have a fitted effect of over 60% in size
#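 Kinetic colorimetric format: TGR-catalysed, NADPH-driven DTNB reduction monitored via TNB absorbance. Enzyme dispensed at 20 nM; compound exposure 15 min at room temperature before reaction start.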
# AmpC detergent = qHTS Inhibitors of AmpC Beta-Lactamase (assay with detergent); P00811; AmpC hydrolysis of nitrocefin, absorbance 480 nm, 0.01% Triton; Potency, µM (highest dose often 114 µM), inactives show at the top dose activity change, negative = inhibition, usual class: inhibitors; 0.041% of 370,000 active; AID 485294, 2010;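 note: potency is the fitted concentration of half-maximal effect; 0% = no-compound wells and -100% = no-enzyme wells; nearly all actives have a fitted effect of over 25% in size; some results filed as inactive show a strong effect at the top dose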
# Target sequence (P00811 whole entry, looked up): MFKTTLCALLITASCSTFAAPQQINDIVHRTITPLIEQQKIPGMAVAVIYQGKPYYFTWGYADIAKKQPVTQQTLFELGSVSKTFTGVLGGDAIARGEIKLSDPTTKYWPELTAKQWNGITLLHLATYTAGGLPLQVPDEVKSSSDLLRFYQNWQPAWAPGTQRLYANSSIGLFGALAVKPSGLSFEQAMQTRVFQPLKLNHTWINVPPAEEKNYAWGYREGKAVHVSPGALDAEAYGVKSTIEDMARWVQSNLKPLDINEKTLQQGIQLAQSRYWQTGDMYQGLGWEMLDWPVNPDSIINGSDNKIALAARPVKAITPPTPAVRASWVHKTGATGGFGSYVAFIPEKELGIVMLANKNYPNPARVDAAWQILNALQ
#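 20 mM phosphate pH 7.0 + 0.01% (detergent screen) or 0.0001% Triton X-100; 5.3 nM AmpC reagent; cpd preinc 15 min RT; nitrocefin (800 uM stock) to start; A480 q20 s × 4 min; Activity was normalised to no-enzyme and no-compound control wells.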
# Numbers without * were called inactive; ? = inconclusive; / = not tested or not shown; & = joins results of further samples; [ ] = remark or other dose. Unless noted, calls come from the whole dose curve; as a rule, active = well fitted curve in the direction sought with a large enough effect; inconclusive = small, poorly fitted or top-dose-only effect, or another doubt; inactive = no such curve, though single readings can be large; an effect the other way counts as inactive or inconclusive. Unless noted, % is set by controls: 0 for no effect and ±100 for the full control effect.
mol,Sm TGR block,HCMV inh,HCV inh,FBPA Giardia inh,AmpC detergent,AMA1-RON2 inh
Cc1ccc(Cl)cc1N1CCN(S(=O)(=O)c2ccc3c(c2)CCN3C(=O)C2CCC2)CC1,2.5%,0.2,/,/,-2.3%,/
CNC(=O)C1CCC(Cn2c(=O)c3sccc3n(CC(=O)NCc3ccccc3)c2=O)CC1 (stereo not given),-2.6%,41.3,/,/,14.5%,/
CC1(C)SC(=S)N(c2ccccc2)C1/[N+]([O-])=C/c1cccc([N+](=O)[O-])c1 (stereo not given),0.0%,-1.3,0.3%,0.4%,-6.7%,13.2%
Cc1nc2sccn2c(=O)c1S(=O)(=O)NCc1ccccc1Cl,-28.9%,31.1,6.0%,-2.9%,-14.6%,4.4%
O=C(COC(=O)/C=C/c1ccc(Cl)cc1)Nc1ccccc1-c1ccccc1,-2.2%,-12.5,3.9%,2.2%,?,5.5%
COc1cc(NC(=S)NNC(=O)C(C)(C)O)cc(OC)c1,/,26.5,16.0%,6.2%,3.0%,69.0%[activator]
COc1ccc(-n2c(SC)nnc2-c2c[nH]c3ccccc23)cc1,-27.4%,-3.2,4.1%,-0.5%,?,0.0%
CC(=O)Nc1ccc(Nc2ncnc3c2c(-c2ccccc2)cn3-c2ccccc2)cc1,-6.9%,20.8,/,/,-9.4%,/
O=C(O)C1C2CCC(O2)C1C(=O)Nc1ccc(F)c(F)c1 (stereo not given),-23.8%,-15.6,3.1%,-6.5%,-1.2%,-7.9%
CC(c1n[nH]c(=S)n1Cc1ccccc1)N(C)C (stereo not given),-3.3%,42.7,-2.4%,?,-4.0%,4.9%
COc1cccc(-c2cc(C(=O)O)no2)c1,9.4%,24.5,15.8%,-4.9%,1.7%,-3.5%
CCOC(=O)C1CCCN(C(=O)c2ccc(CNS(=O)(=O)c3ccc(C)cc3)cc2)C1 (stereo not given),-0.3%,-37.7,?,4.0%,5.5%,-15.4%
NC(=O)c1nsc(C(=O)N(c2cccc(F)c2)C(C(=O)NCC2CCCO2)c2c[nH]c3ccccc23)c1N (stereo not given),17.8µM*,41.2,-24.6%,3.0%,0.1%,-5.2%
CCCSc1nc2c(cnn2-c2ccc(F)cc2)c(=O)[nH]1,7.6%,14.1,0.1%,-4.0%,?,-1.2%
COc1ccc(NC(=O)CC2C(=O)NCCN2C(=O)c2ccccc2)cc1 (stereo not given),9.5%,24.1,7.9%,0.9%,8.4%,-3.7%

# The list goes on; it opens with the 5 that closed the last part.
mol,Sm TGR block,HCMV inh,HCV inh,FBPA Giardia inh,AmpC detergent,AMA1-RON2 inh
COc1cccc(-c2cc(C(=O)O)no2)c1,9.4%,24.5,15.8%,-4.9%,1.7%,-3.5%
CCOC(=O)C1CCCN(C(=O)c2ccc(CNS(=O)(=O)c3ccc(C)cc3)cc2)C1 (stereo not given),-0.3%,-37.7,?,4.0%,5.5%,-15.4%
NC(=O)c1nsc(C(=O)N(c2cccc(F)c2)C(C(=O)NCC2CCCO2)c2c[nH]c3ccccc23)c1N (stereo not given),17.8µM*,41.2,-24.6%,3.0%,0.1%,-5.2%
CCCSc1nc2c(cnn2-c2ccc(F)cc2)c(=O)[nH]1,7.6%,14.1,0.1%,-4.0%,?,-1.2%
COc1ccc(NC(=O)CC2C(=O)NCCN2C(=O)c2ccccc2)cc1 (stereo not given),9.5%,24.1,7.9%,0.9%,8.4%,-3.7%
COc1ccc2c(c1)C(C)CC(C)(C)N2C(=O)NC1CCCCC1 (stereo not given),?,-19.2,?,-27.7%,-9.9%,?
Cc1ccc(C(=O)Nc2nc3nc(-c4ccccc4)cc(=O)n3[nH]2)cc1,11.6%&-14.6%,1.8&0.3,0.1%,-0.1%,9.4%&-7.3%,7.6%
Cc1ccc(S(=O)(=O)N[C@@H](CC(C)C)C(=O)N2CCC(C(=O)N[C@@H](Cc3ccccc3)C(=O)O)CC2)cc1,-8.3%,17.3,11.6%,0.4%,?,-10.7%
Nc1ccccc1N=Cc1c(O)n(CCC2=CCCCC2)c(=O)[nH]c1=O,?,44.2,18.3%,-2.0%,-3.5%,28.4%
COc1cc(C2SCC(=O)N2c2nnc(C34CC5CC(CC(C5)C3)C4)s2)cc(OC)c1OC (stereo not given),-5.8%,?,11.9%,-3.5%,-10.8%,6.3%
CCOP(=O)(OCC)/C(C#N)=C/c1ccc(-c2ccc(F)cc2F)o1,-5.4%,-14.0,?,-0.3%,-10.6%,-8.3%
COc1ccc(/C=C(/NC(=O)c2ccccc2)C(=O)N2CCCCC2)cc1,-3.5%,-29.5,11.1%,/,-10.9%,2.8%
COc1nccc(C(F)(F)F)c1C(=O)NC(=O)Nc1c(C)cccc1C,-3.5%,-4.2,-16.2%,1.1%,-1.9%,7.7%
CCCn1c(N)c(C(=O)CSc2nnc(C3CC3)n2Cc2ccccc2)c(=O)[nH]c1=O,0.0%,-16.1,20.2%,3.3%,-5.4%,-3.4%
Cc1ccc(NC(=O)C[n+]2ccn(C3=C([O-])c4ccccc4C3=O)c2)cc1,2.1%,-25.5,-14.5%,-8.9%,-3.7%,-20.4%
CC1CCCCN1CC(=O)Nc1ccccc1Sc1ccccc1 (stereo not given),-6.1%,-39.4,?,-0.4%,-4.7%,24.1%
CCOC(=O)c1ccc(NS(=O)(=O)c2cc3c(cc2C)n(C)c(=O)c(=O)n3C)cc1,3.7%,-8.9,/,/,12.5%,/
Cc1ccc(C(=O)N(CN2CCCC2=O)c2ccccc2)cc1,0.3%,-31.2,7.9%,6.8%,-1.6%,14.5%
O=C(Cc1cccc(NC(=O)C2CCN(C(=O)C3CC3)CC2)c1)Nc1cccc(C(=O)N2CCCCC2)c1,/,25.6,-1.2%,/,/,-3.8%
CCC(C)c1ccc(NC(=O)CC(C)=O)cc1 (stereo not given),0.3%,51.5,1.2%,-4.7%,2.5%,10.9%
COc1ccc2nc(-n3c(O)c(C4=c5ccccc5=NC4=O)[nH]c3=S)sc2c1,-18.2%,2.0,0.5%,25.8%,-14.0%,6.8%
COc1cc(/C=N/NC(=O)c2nc(-c3ccccc3)n(-c3ccccc3)n2)ccc1O,-2.7%,-34.2,1.8%,-9.6%,?,13.3%
CCCOc1ccc(C(=O)CCNc2ccc(C)c(Cl)c2)cc1,-5.6%,33.0,-6.8%,-0.5%,?,-5.9%
CSc1ccccc1C(=O)NC1CC2CCC1C2 (stereo not given),3.0%,30.3,21.2%,3.6%,-7.4%,7.1%
O=C(Nc1nccs1)c1ccc(Cl)nc1,5.3%,51.0,14.2%,-11.5%,-5.8%,38.9%[activator]
O=C(Cc1ccc([N+](=O)[O-])cc1)N1CCN=C1SCc1ccccc1,-13.6%,?,6.0%,5.4%,-8.5%,4.2%[2.32 µM]
COc1cc(/C=N/N2CCN(c3ccccc3)CC2)cc(OC)c1OC(C)=O,4.0%,-20.2,4.7%,-4.9%,?,-26.3%
COc1cccc(-c2nc(CS(=O)(=O)c3ccccc3)no2)c1,-3.0%,21.6,-27.0%,-8.4%,-2.3%,0.3%
COc1ccccc1NC(=O)c1cc2ccccc2o/c1=N\O,-0.3%,?,7.0%,-10.7%,-11.0%,?
COc1cccc(CNC(=O)c2ccc(Cl)c(NC3=NC4CS(=O)(=O)CC4S3)c2)c1 (stereo not given),-5.3%,-0.9,10.9%,/,-2.3%,-12.4%
O=C(c1cc2ccccc2c(=O)o1)N1CCCc2ccccc21,22.3%,-35.6,-2.2%,8.3%,5.0%,17.9%
O=C(CCN1C(=O)C2C3CCC(C3)C2C1=O)Nc1ccc(Cl)cc1Cl (stereo not given),2.5%,-39.9,6.2%,14.6%,-13.1%,-18.2%
O=C(Nc1ccc([N+](=O)[O-])cc1)c1cncc(Br)c1,/,-85.2*,-7.6%,-0.7%,-2.2%,-9.0%
Cc1cc(N)n(-c2ccc(S(N)(=O)=O)cc2[N+](=O)[O-])n1,-0.7%,-0.1,4.9%,-0.7%,1.9%,2.3%
Cc1ccccc1-c1nc(CS(=O)CC(=O)NCc2ccccc2)c(C)o1 (stereo not given),22.4µM*,-0.2,-8.4%,7.6%,?,-2.3%
CC(=O)n1cc(C2C(=O)CC(C)(C)CC2=O)c2ccccc21,-8.2%,24.7,14.0%,3.7%,1.7%,-12.1%
Cc1onc(-c2c(F)cccc2Cl)c1C(=O)NCc1ccc(S(N)(=O)=O)cc1,2.8%,39.9,5.8%,/,-13.7%,-0.7%
COc1cc(C(=O)NC2CCN(C)CC2)ccc1Nc1ncc2c(n1)N(C1CCCCC1)CCC(=O)N2C,/,?,1.78µM*,/,/,1.0%
COc1ccc(N2CCN(C3CCCN(C(=O)c4cccc(C)n4)C3)CC2)cc1 (stereo not given),-9.5%,-28.6,/,-5.1%,-15.2%,-13.3%
Cc1ccc(C(=O)c2oc3ccccc3c2NC(=O)COc2ccc(Cl)c(C)c2)cc1,1.3%,-4.6,/,/,21.9%,/
CCCCSCCCNC(=O)CN1C(=O)COc2ccc(S(=O)(=O)N3CCCC3)cc21,4.1%,-9.9,/,/,10.1%,/
COc1cccc(CNC(=O)CCC2CCCN(C(=O)c3cc4ccccc4o3)C2)c1 (stereo not given),6.0%,10.4,?,-3.4%,6.4%,11.5%
COc1ccc2c(c1OC)C(=O)N1c3ccccc3C(=O)N(c3ccccc3)C21 (stereo not given),1.0%,-3.9,?,-4.6%,-8.5%,1.0%
CN(C(=O)c1ccc(NC(=O)Cc2cccc(NC(=O)C3CCN(C(=O)C4CCCC4)CC3)c2)cc1)C1CC1,/,6.0,4.7%[8.37 µM],/,/,-18.1%
COc1ccc(Cn2nnnc2C(c2cccs2)N2CCN(c3ccc([N+](=O)[O-])cc3)CC2)cc1 (stereo not given),-12.9%,9.1,-17.4%,1.8%,-5.4%,-1.5%
CC(=O)N1CC[n+]2c(-c3ccc([N+](=O)[O-])cc3)csc21,13.7%,?,8.1%,-19.3%,4.1%,-23.1%
COc1cccc(C(=O)Nc2ccc(N3CCN(C(=O)c4cccs4)CC3)cc2)c1,4.7%,-24.7,?,7.8%,3.8%,-19.8%
CCN(CC)S(=O)(=O)c1ccc(OC)c(NC(=O)OCc2ccccc2)c1,0.5%,-12.3,-24.5%,/,1.1%,-0.4%
COc1ccc(Oc2c(C)oc3c(CN4CCOCC4)c(O)ccc3c2=O)cc1,0.5%,-34.6,10.7%,3.8%,-0.7%,-4.2%
CC1(C)CC(=O)C2=C(C1)OC1=C(C2)C(=O)CC(C)(C)C1,-11.6%,?,26.8%,-0.3%,-14.7%,7.6%
